# Assay outcomes: PubChem BioAssay, several laboratories
# RBBP9 inhibitor: human RBBP9 hydrolase inhibition; O75884; recombinant RBBP9, FP-Rh probe fluorescence polarization; 220,000 tested, 0.2% active; inhibition, % at 7.94 µM;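 active = inhibition above the campaign mean of all tested compounds plus 3 SD, cut at about 14% in these data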;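 note: plate controls were DMSO wells with RBBP9 for no effect and wells lacking RBBP9 protein for full effect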
# Target sequence (O75884 whole entry, looked up): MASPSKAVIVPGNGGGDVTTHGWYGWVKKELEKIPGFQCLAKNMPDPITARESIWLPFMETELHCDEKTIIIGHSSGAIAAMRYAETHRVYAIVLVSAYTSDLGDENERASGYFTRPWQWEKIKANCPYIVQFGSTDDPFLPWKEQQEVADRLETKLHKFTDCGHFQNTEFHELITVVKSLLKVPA
#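 Assay system: recombinant human RBBP9; Reagent: Serine-hydrolase probe FP-Rh, 375 nM pre-mixing; Doses: 7.94 µM single dose, 0.794% DMSO; Incubation: 30 min then 45 min, 25 °C; Detection: fluorescence polarization (mP), excitation 525 nm, emission 598 nm; Evaluation: percent inhibition from mP, scaled between DMSO and no-protein wells.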
# zfTRPN1 agonist: activates the zebrafish TRPN1 channel | activation, % at 3 µM | HEK293 zebrafish TRPN1-YFP, Fluo-8 calcium fluorescence; 100% = response to 87 µM carbachol | 220,000 tested, 0.18% active | AID 1424;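 active = activation above its plate's cutoff, the mean activation of test wells on that plate plus 3 SD, cut at about 19% in these data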;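 note: 0% = DMSO alone and 100% = 87 µM carbachol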
#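 Material: zebrafish TRPN1-YFP in HEK293 cells. Doses: one dose of 3 µM, 0.3% DMSO. Incubation: dye 1 h 37 °C plus 30 min RT. Measured by: intracellular calcium fluorescence with Fluo-8.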
# Ba/F3 V617F tox: reduce viability of Ba/F3 cells dependent on JAK2V617F; Ba/F3 EpoR-JAK2V617F viability, ATP luminescence; inhibition, % at 5.6 µM; 220,000 tested, 1.1% active;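 active = inhibition above the campaign mean plus 3 SD over all tested compounds, cut at about 24% in these data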;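 note: cytokine-independent growth of Ba/F3 cells driven by EpoR plus mutant JAK2; 0% = DMSO-treated cells and 100% = JAK inhibitor I control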
# PPC-1+TRAIL kill: kills PPC-1 cancer cells in the presence of TRAIL; PPC-1 cells + TRAIL, ATPLite viability luminescence; cell killing (% activity), % at 4 µM; 220,000 tested, 0.41% active; AID 1443;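 active = cell killing above 50% in the first pass at 4 µM, then a duplicate retest at 5 µM averaging 50% or more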;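 note: plate controls were cells with TRAIL plus DMSO for no effect and medium-only wells lacking cells for full effect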
# CHOP inhibitor: CHOP inhibition in unfolded protein response; inhibition, % at 10 µM; CHO-K1 CHOP-promoter luciferase, tunicamycin-induced, 15-18 h; 220,000 tested, 3.8% active; AID 2732;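 active = compounds that reduced the stress-induced luciferase reporter signal by more than about 70% of percent inhibition, limit read from the data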;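 note: 0% = tunicamycin plus vehicle and 100% = wells without tunicamycin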
# TRPML3 ag: activates the human TRPML3 channel | HEK293 TRPML3-YFP, Fluo-8 calcium fluorescence; 100% = the carbachol control signal | activation, % at 3 µM | 220,000 tested, 0.29% active | AID 1448;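 active = activation above its plate's cutoff, the mean activation of the plate's test wells plus 3 SD, cut at about 12% in these data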;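 note: 0% = DMSO only wells and 100% = carbachol wells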
#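 Test system: HEK293 cells stably carrying human TRPML3-YFP; Doses: single dose, 3 µM final nominal compound, 0.3% DMSO final; Schedule: dye loading 1 h 37 °C then 30 min ambient, 125 s read; Technique: Fluo-8 calcium fluorescence; Benchmarks: high control carbachol 87 µM, low control DMSO.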
# Wee1 stabilizer: inhibitors of human Wee1 degradation; HeLa Luc-Wee1K328M stability, luciferase luminescence; 100% = proteasome inhibitor MG132 effect; reporter increase, % at 5 µM; 220,000 tested, 1.2% active; AID 1321;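 active = activation above the mean of all tested compounds plus 3 SD, set per screening run, cut at about 8.8% in these data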;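 note: cells exposed to compound for 20 h before luminescence read; 0% = DMSO alone and 100% = MG132 at 30 µM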
# Target sequence (P30291 whole entry K328M): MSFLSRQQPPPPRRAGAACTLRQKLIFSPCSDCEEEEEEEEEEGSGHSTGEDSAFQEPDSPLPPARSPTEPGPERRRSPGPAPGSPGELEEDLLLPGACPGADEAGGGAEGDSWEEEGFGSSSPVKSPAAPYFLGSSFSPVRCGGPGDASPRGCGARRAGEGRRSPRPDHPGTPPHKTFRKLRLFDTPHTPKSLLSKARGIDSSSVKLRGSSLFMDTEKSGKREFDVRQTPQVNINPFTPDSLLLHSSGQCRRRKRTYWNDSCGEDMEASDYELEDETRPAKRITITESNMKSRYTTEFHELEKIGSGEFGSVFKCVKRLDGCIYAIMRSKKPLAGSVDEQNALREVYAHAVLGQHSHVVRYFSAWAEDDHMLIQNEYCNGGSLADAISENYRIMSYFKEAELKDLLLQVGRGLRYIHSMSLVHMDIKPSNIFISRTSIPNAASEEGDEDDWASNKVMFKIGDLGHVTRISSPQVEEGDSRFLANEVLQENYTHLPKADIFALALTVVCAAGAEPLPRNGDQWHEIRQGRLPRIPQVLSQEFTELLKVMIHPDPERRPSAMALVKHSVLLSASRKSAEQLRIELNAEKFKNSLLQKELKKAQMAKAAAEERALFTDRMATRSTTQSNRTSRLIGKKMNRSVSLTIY
# BaF3 parental: counter-screen for JAK2V617F inhibitors: parental Ba/F3 viability inhibitors; CellTiter-Glo ATP luminescence; inhibition, % at 5.6 µM; 220,000 tested, 1.1% active;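 active = inhibition above a per-campaign cutoff, the mean inhibition of all tested compounds plus 3 SD, cut at about 27% in these data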;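 note: 0% = DMSO wells and 100% = JAK Inhibitor I control wells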
# TNF death inh: blocks TNF-alpha induced death of Jurkat FADD-/- cells. Jurkat FADD-/- TNF necroptosis rescue, ATP luminescence, 24 h; 0 = TNF only, 100 = no-TNF cells. activation (protection from cell death), % at 10 µM. 220,000 tested, 0.068% active. AID 463075;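 active = activation, meaning protection from cell death, of at least 50% relative to plate controls; inactive = activation below 50%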;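 note: necroptosis triggered by 40 ng/mL TNF-alpha added together with compound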
# An asterisk follows results filed as active; . = no result given.
(1) CC(=O)c1cccc(Nc2nc(-c3cccc([N+](=O)[O-])c3)cs2)c1
(2) COC(=O)C1(c2ccccc2)NC(c2cccs2)C2C(=O)N(C)C(=O)C21 (centres undefined)
(3) CN(C)S(=O)(=O)n1cnc(-c2ccccc2)c1-c1ccccc1
(4) Cc1c(C2(O)C(=O)Nc3ccc(F)cc32)c(=O)n(-c2ccccc2)n1C (centres undefined)
(5) Cc1cccc(C)c1OC1(c2ccccc2)OC(=O)c2ccccc21 (centres undefined)
(6) Cc1nn(Cc2ccc(Cl)cc2)c(C)c1NC(=O)c1noc2c1CCc1ccccc1-2
(7) O=c1cc(-c2ccccc2)nc(N2CCN(Cc3ccccc3)CC2)[nH]1
(8) CC(/C=C/c1ccccc1)=N/O

Compound | 1 | 2 | 3 | 4 | 5 | 6 | 7 | 8
Ba/F3 V617F tox | 5 | 1 | -3 | -3 | -1 | -1 | 0 | 0
zfTRPN1 agonist | 0.0 | -0.3 | -0.8 | -1.6 | -0.4 | 0.2 | 0.7 | 0.5
TRPML3 ag | 0.2 | -0.6 | -0.2 | -0.1 | -0.3 | -0.3 | -0.3 | 0.4
BaF3 parental | 3 | 5 | 6 | -1 | -1 | 4 | 1 | 1
TNF death inh | -9.9 | -2.5 | -1.6 | -1.8 | -4.5 | -1.9 | -1.1 | 1.7
RBBP9 inhibitor | -8 | -10 | -10 | -6 | -7 | 11 | -6 | -3
PPC-1+TRAIL kill | 8 | 3 | 3 | 13 | 2 | 8 | 10 | 0
Wee1 stabilizer | 1 | -1 | 4 | 5 | -1 | 1 | -2 | 6
CHOP inhibitor | 55 | -2 | 42 | 6 | -11 | 38 | 66 | 8

(9) Cc1ccc(NC(=O)C2CCCN(C(=O)c3ccc(Cl)cc3)C2)cc1 (centres undefined)
(10) COc1ccc(Nc2nnc(Cc3ccc(Cl)cc3)c(=O)[nH]2)c(OC)c1
(11) O=C(NCCCN1CCCCCC1)c1ccc(CS(=O)(=O)Cc2ccccc2F)o1
(12) CC(=O)c1c(C)nn(CCC(=O)O)c1C
(13) CC(C)C(C)NC(=O)COc1ncnc2ccccc12 (centres undefined)
(14) COC(=O)C1=C(C)OC(N)=C(C#N)C1c1ccsc1 (centres undefined)
(15) Cc1noc(C)c1-c1nc(CS(=O)(=O)c2ccc(Cl)cc2)no1
(16) COc1ccc2c(c1)CCN(C(=O)CCl)C2C1C(=O)CCCC1=O (centres undefined)

Compound | 9 | 10 | 11 | 12 | 13 | 14 | 15 | 16
Ba/F3 V617F tox | -3 | -3 | -1 | 0 | 3 | 0 | -4 | -1
zfTRPN1 agonist | 1.0 | -0.8 | -0.1 | 0.7 | 0.2 | -1.3 | -1.9 | -1.2
TRPML3 ag | 1.8 | -0.5 | 0.5 | 0.9 | 0.7 | 0.0 | 0.0 | 0.7
BaF3 parental | 4 | 1 | 0 | 2 | 6 | 3 | 1 | 2
TNF death inh | -1.4 | 2.2 | 1.3 | -1.5 | 1.0 | -1.5 | 0.7 | 1.1
RBBP9 inhibitor | -1 | -6 | -7 | -9 | -4 | -6 | 4 | 0
PPC-1+TRAIL kill | 32 | 25 | 21 | 10 | -5 | 7 | 5 | 1
Wee1 stabilizer | 6 | 3 | 0 | -2 | -1 | -1 | -2 | 4
CHOP inhibitor | 11 | -5 | -13 | 7 | 23 | -2 | 18 | 48

# 3 of the entries above in order of their number in TRPML3 ag, falling:
no.	canonical_smiles	TRPML3 ag	RBBP9 inhibitor	Wee1 stabilizer	CHOP inhibitor
11	O=C(NCCCN1CCCCCC1)c1ccc(CS(=O)(=O)Cc2ccccc2F)o1	0.5	-7	0	-13
14	COC(=O)C1=C(C)OC(N)=C(C#N)C1c1ccsc1 (centres undefined)	0.0	-6	-1	-2
10	COc1ccc(Nc2nnc(Cc3ccc(Cl)cc3)c(=O)[nH]2)c(OC)c1	-0.5	-6	3	-5

# Continuation:
(17) CCOC(=O)N1CCC(NC(=O)c2cc3cc4cc(OC)ccc4nc3o2)CC1
(18) Cc1cccc(-n2c(SCC(=O)NCc3ccc4c(c3)OCO4)nc3ccccc3c2=O)c1
(19) Cc1cc(C)c([N+](=O)[O-])cc1NCC(=O)N1CCN(c2ccccc2)CC1
(20) COc1cc(C(c2c(C)[nH][nH]c2=O)c2c(C)[nH][nH]c2=O)ccc1OS(=O)(=O)c1ccc(C)cc1
(21) NNC(=O)c1sccc1OCc1ccc(Cl)cc1Cl
(22) CCCSc1ncnc2sc(C)c(C)c12
(23) CCOc1cc(C2c3c(n[nH]c3C)C(=O)N2c2ccc(C)cc2)ccc1O (centres undefined)
(24) CC(=O)c1cc(C(=O)Nc2ccc(C(=O)O)cc2)oc1C

Compound | 17 | 18 | 19 | 20 | 21 | 22 | 23 | 24
Ba/F3 V617F tox | 1 | -1 | 6 | 2 | 2 | 2 | -3 | 1
zfTRPN1 agonist | -0.6 | -0.9 | -1.5 | 0.3 | 7.5 | -0.7 | 1.6 | 1.4
TRPML3 ag | -0.1 | 0.2 | -0.2 | 1.0 | 1.6 | 1.0 | 0.8 | 1.0
BaF3 parental | 7 | 5 | -1 | 4 | -2 | 0 | 3 | 3
TNF death inh | 2.3 | 1.9 | 0.3 | 0.0 | -4.7 | -0.9 | -0.3 | 1.0
RBBP9 inhibitor | -4 | -4 | -2 | -12 | -16 | -8 | -12 | 7
PPC-1+TRAIL kill | 6 | 14 | 9 | 11 | -10 | . | 25 | 14
Wee1 stabilizer | -1 | 3 | -3 | 3 | 1 | -2 | -2 | 5
CHOP inhibitor | 10 | 17 | 10 | -14 | 10 | 62 | 3 | -26

(25) COc1ccc(S(=O)(=O)N(C)CC(=O)NC2CCCC2)cc1Cl
(26) O=C(Nc1nnc(C2CC2)s1)c1ccco1
(27) CC(Oc1ccc(F)cc1)c1ccnc2nc(/N=C/N(C)C)nn12 (centres undefined)
(28) CCN(C(=O)CSc1nc2ccccc2c(=O)n1-c1ccc(C)cc1)C1CCS(=O)(=O)C1 (centres undefined)
(29) Cc1ccc(-c2nnc(CSc3nnc(COc4cccc5ccccc45)n3-c3ccccc3)o2)cc1
(30) COc1ccc(CC(=O)OCC(=O)NC(=O)NC(C)C)cc1
(31) Cn1cnnc1Sc1nc2ccccc2nc1NS(=O)(=O)c1ccccc1
(32) Cc1cc(=O)oc2cc(OC(=O)CCN3C(=O)c4ccccc4C3=O)ccc12

Compound | 25 | 26 | 27 | 28 | 29 | 30 | 31 | 32
Ba/F3 V617F tox | -5 | 1 | 0 | 6 | -2 | 4 | -1 | 2
zfTRPN1 agonist | 0.6 | 0.6 | -0.3 | -1.5 | -1.0 | 0.5 | 1.4 | -1.3
TRPML3 ag | 1.0 | 1.1 | 0.1 | 0.3 | 0.2 | 0.5 | -0.5 | 1.1
BaF3 parental | 1 | 3 | 2 | 11 | 2 | 8 | 5 | 5
TNF death inh | -2.0 | 1.3 | -0.6 | 0.1 | -1.5 | -2.2 | 0.8 | -2.5
RBBP9 inhibitor | 2 | -4 | 3 | 1 | -13 | -4 | 4 | -9
PPC-1+TRAIL kill | 5 | -7 | 9 | -3 | 49 | -4 | 4 | 16
Wee1 stabilizer | -3 | 0 | 0 | 1 | 0 | -2 | 0 | -2
CHOP inhibitor | 19 | -10 | 4 | -9 | -1 | 18 | -6 | 45

(33) COc1ccc(-c2cc(C(=O)NC3=NCCS3)c3ccccc3n2)cc1OC
(34) COc1ccc(C(=O)/C=C/c2ccc(OC)c(O)c2)c(F)c1
(35) CC(C)CN1CCN(Cc2cccc3ncccc23)CC1CCO (centres undefined)
(36) O=C(c1cc(Cl)c(=O)n(Cc2ccc(Cl)cc2)c1)N1CCOCC1
(37) CCC1(c2cccc(Cl)c2)NC(=O)N(Cc2cc(C(=O)OC)c(C)o2)C1=O (centres undefined)
(38) Cc1ccc(NC(=O)C(Cc2ccccc2)n2cccc2)cc1 (centres undefined)
(39) NC(=O)C1(N2CCCCC2)CCN(C(=O)Nc2ccccc2C(F)(F)F)CC1
(40) CCCCCCCc1ccc(-c2ccc(O)cc2)nc1

Compound | 33 | 34 | 35 | 36 | 37 | 38 | 39 | 40
Ba/F3 V617F tox | 2 | -2 | 3 | -4 | 0 | 2 | -2 | -1
zfTRPN1 agonist | 2.7 | -0.6 | 0.5 | 1.1 | 3.3 | -1.0 | 1.4 | -0.5
TRPML3 ag | 2.3 | 0.1 | 0.9 | -0.1 | -0.2 | 0.2 | 0.0 | 0.0
BaF3 parental | 5 | 5 | 7 | 6 | 9 | -1 | 2 | 4
TNF death inh | -2.5 | -10.0 | 0.5 | -1.4 | -2.0 | 0.0 | -1.3 | -4.0
RBBP9 inhibitor | -7 | -1 | -8 | 6 | -3 | -2 | -3 | -1
PPC-1+TRAIL kill | 12 | 28 | 12 | 10 | -5 | 6 | 19 | -1
Wee1 stabilizer | -1 | 1 | 0 | 2 | 0 | -1 | 0 | 2
CHOP inhibitor | 31 | -26 | 2 | 13 | 20 | 14 | 16 | 96*

# Records above printed as active in CHOP inhibitor.
no.	Molecule	TRPML3 ag	RBBP9 inhibitor	Wee1 stabilizer	CHOP inhibitor
40	CCCCCCCc1ccc(-c2ccc(O)cc2)nc1	0.0	-1	2	96*

# Entries of single compounds as entered above.
# `COc1ccc(C(=O)/C=C/c2ccc(OC)c(O)c2)c(F)c1` is listed with Ba/F3 V617F tox: -2; zfTRPN1 agonist: -0.6; TRPML3 ag: 0.1; BaF3 parental: 5; TNF death inh: -10.0; RBBP9 inhibitor: -1; PPC-1+TRAIL kill: 28; Wee1 stabilizer: 1; CHOP inhibitor: -26
# `COc1ccc(-c2cc(C(=O)NC3=NCCS3)c3ccccc3n2)cc1OC` is listed with Ba/F3 V617F tox: 2; zfTRPN1 agonist: 2.7; TRPML3 ag: 2.3; BaF3 parental: 5; TNF death inh: -2.5; RBBP9 inhibitor: -7; PPC-1+TRAIL kill: 12; Wee1 stabilizer: -1; CHOP inhibitor: 31
# `CCCCCCCc1ccc(-c2ccc(O)cc2)nc1` is listed with Ba/F3 V617F tox: -1; zfTRPN1 agonist: -0.5; TRPML3 ag: 0.0; BaF3 parental: 4; TNF death inh: -4.0; RBBP9 inhibitor: -1; PPC-1+TRAIL kill: -1; Wee1 stabilizer: 2; CHOP inhibitor: 96*
